Screening results as filed in PubChem BioAssay.
RGS7-Gao: RGS7-Galphao binding modulators, primary screen, biochemical, multiplexed bead flow cytometry | Guanine nucleotide-binding protein G(o) subunit alpha (Homo sapiens), P09471 | actives 0.35% (n = 220,000) | binding response (% of control), % at 10 µM | AID 1439, 2008 | actives lie on both sides; in the data active = binding response below about 49% or above about 150%; inconclusive = no clear call, values can overlap the other calls; inactive = in between;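 note: fluorescent Galphao held in activated GDP-AlF4 state binding bead-coupled RGS7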
Bim-Bcl-XL: inhibitors of Bim-Bcl-XL binding, primary screen, biochemical, multiplexed, bead flow cytometry, human Bcl-XL | Bcl-2-like protein 1 (Homo sapiens), Q07817 | Bim peptide-Bcl-XL binding, fluorescence | inhibition, % at 10 µM | actives 0.04% (n = 190,000) | AID 1007, 2008
Target sequence (Q07817 whole entry, looked up): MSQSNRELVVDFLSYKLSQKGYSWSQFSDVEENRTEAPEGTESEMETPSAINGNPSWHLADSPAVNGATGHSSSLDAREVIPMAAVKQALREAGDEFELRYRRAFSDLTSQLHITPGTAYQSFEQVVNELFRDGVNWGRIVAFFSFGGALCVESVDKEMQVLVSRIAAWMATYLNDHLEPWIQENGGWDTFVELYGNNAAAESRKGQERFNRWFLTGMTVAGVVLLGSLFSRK
ABCB1 inh: ABCB1 efflux pump inhibitors, primary screen, cell-based, multiplex, flow cytometry, ABCG2 counter-screen; ATP-dependent translocase ABCB1 (Homo sapiens), P08183; CCRF-Adr cells, JC-1 efflux; inhibition, % at 6.6 µM; actives 0.067% (n = 190,000); AID 1326, 2008; in the data active = inhibition above about 40%;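 note: 0% = vehicle and 100% = reference inhibitor; higher value means more JC-1 retained so stronger ABCB1 efflux block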
Bim-Mcl-1: inhibitors of Bim peptide binding to Mcl-1, primary screen, biochemical, bead-based flow cytometry, multiplex. Bim peptide-Mcl-1 binding. inhibition, % at 10 µM. actives 0.1% (n = 190,000). Induced myeloid leukemia cell differentiation protein Mcl-1 (Homo sapiens), Q07820;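 note: 0% = no compound tracer wells and 100% = peptide blocker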
Bcl-W Bim block: inhibitors of Bim binding to Bcl-W, primary screen, biochemical, multiplexed, bead-based flow cytometry. Bcl-2-like protein 2 (Homo sapiens), Q92843. Bim peptide-Bcl-W binding. inhibition, % at 10 µM. actives 0.02% (n = 190,000);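 note: 0% = bound tracer without compound and 100% = peptide blocker; higher means less fluorescent Bim peptide bound to Bcl-W beads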
Target sequence (Q92843 whole entry, looked up): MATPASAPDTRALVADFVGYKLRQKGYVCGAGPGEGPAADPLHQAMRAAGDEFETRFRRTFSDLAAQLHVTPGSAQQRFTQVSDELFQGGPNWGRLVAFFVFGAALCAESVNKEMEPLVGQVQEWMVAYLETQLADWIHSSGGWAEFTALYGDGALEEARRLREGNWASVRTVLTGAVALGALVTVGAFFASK
RGS8-Gao reg: RGS8-Galphao binding modulators, primary screen, biochemical, multiplexed bead flow cytometry; Guanine nucleotide-binding protein G(o) subunit alpha (Homo sapiens), P09471; AID 1423, 2008; actives lie on both sides; actives 0.34% (n = 220,000); response (percent of control binding), % at 10 µM; in the data active = response below about 60% or above about 140%; inactive = in between;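 note: Galphao activated as the GDP aluminium fluoride complex binding bead-coupled RGS8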
Bim-Bcl-B: inhibitors of Bim-Bcl-B binding, primary screen, biochemical, multiplexed, human Bcl-2 family. bead-based flow cytometry, Bim peptide-Bcl-B binding. inhibition, % at 10 µM. actives 0.073% (n = 190,000). AID 951, 2007;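 note: 0% = tracer peptide without compound and 100% = reference inhibitor peptide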
Bim-Bfl-1: inhibitors of Bim binding to Bfl-1, primary screen, biochemical, multiplexed, bead-based flow cytometry. Bcl-2-related protein A1 (Homo sapiens), Q16548. inhibition, % at 10 µM. actives 0.12% (n = 190,000). Bim-Bfl-1 binding inhibition. AID 1008, 2008;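 note: 0% = wells without compound plus tracer and 100% = blocker peptide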
RGS4-Gao reg: modulators of RGS4 binding to Galphao, primary screen, biochemical, multiplexed bead flow cytometry; Guanine nucleotide-binding protein G(o) subunit alpha (Homo sapiens), P09471; actives lie on both sides; binding response (% of control), % at 10 µM; actives 0.33% (n = 220,000); in the data active = binding response below about 49% or above about 150%; inactive = in between;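 note: fluorescent Galphao activated with aluminum fluoride binding bead-coupled RGS4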
ABCG2 block: ABCG2 efflux pump inhibitors, primary screen, multiplex with ABCB1, IgMXP3 cells, flow cytometry; actives 0.1% (n = 190,000); JC-1 efflux; inhibition, % at 6.6 µM; Broad substrate specificity ATP-binding cassette transporter ABCG2 (Homo sapiens), Q9UNQ0;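 active = inhibition above 80%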;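 note: 0% = DMSO and 100% = nicardipine control wells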
Target sequence (Q9UNQ0 whole entry, looked up): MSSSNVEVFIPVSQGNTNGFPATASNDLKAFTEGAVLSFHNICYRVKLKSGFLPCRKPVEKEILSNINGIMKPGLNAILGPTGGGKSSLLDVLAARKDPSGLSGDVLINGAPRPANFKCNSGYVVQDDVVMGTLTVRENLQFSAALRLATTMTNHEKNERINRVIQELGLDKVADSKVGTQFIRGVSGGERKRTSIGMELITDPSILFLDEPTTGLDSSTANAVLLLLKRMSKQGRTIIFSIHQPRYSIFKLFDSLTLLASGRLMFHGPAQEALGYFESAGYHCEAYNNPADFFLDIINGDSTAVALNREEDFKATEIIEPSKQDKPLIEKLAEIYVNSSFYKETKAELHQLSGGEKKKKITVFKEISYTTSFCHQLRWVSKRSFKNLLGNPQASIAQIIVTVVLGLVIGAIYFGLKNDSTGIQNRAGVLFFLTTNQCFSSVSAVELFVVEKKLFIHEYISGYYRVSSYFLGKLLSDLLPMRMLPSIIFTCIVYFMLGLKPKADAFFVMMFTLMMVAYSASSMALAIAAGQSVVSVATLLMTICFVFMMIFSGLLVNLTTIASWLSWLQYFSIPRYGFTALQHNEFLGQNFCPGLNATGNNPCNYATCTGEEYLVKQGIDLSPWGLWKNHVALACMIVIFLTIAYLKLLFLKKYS
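Test system: IgMXP3 cells (ABCG2) mixed with DDAO far-red-labelled CCRF-Adr cells (ABCB1). Reagent: JC-1 transporter substrate. Compound dosing: single test compound dose, 6.6 µM final. Times: 10 min compound exposure, 25 °C. Detection: flow cytometry of retained JC-1 fluorescence. Read-out basis: efflux inhibition in percent versus controls. Controls: nicardipine and DMSO wells.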
Bim-Bcl-2: inhibitors of Bim-Bcl-2 binding, primary screen, biochemical, multiplexed, human Bcl-2 family; Apoptosis regulator Bcl-2 (Homo sapiens), P10415; Bead-based flow cytometry, Bim peptide-Bcl-2 binding; inhibition, % at 10 µM; actives 0.06% (n = 190,000); AID 950, 2007; in the data active = inhibition above about 40%; inconclusive = no clear call, values can overlap the other calls;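 note: 0% = no compound wells with probe peptide and 100% = reference peptide inhibitor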
* hit, by the source's call; ? = inconclusive; . = no result given. Cut-off read from the data, not from the text of the source, unless noted: active = inhibition above about 40%. Not a hit list, and some 0.94% of all compounds hit somewhere here.

SMILES | RGS7-Gao | Bim-Bcl-XL | ABCB1 inh | Bim-Mcl-1 | Bcl-W Bim block | RGS8-Gao reg | Bim-Bcl-B | Bim-Bfl-1 | RGS4-Gao reg | ABCG2 block | Bim-Bcl-2
CCCN(CCC)c1nc2ccccc2nc1C(C#N)C(=O)OCCOC (stereo not drawn) | 114 | 3 | 10 | -1 | 0 | 108 | -4 | 0 | 114 | 30 | 0
Cc1cccc(NC(=O)C2NC(=O)CC2c2ccccc2)c1C (stereo not drawn) | 104 | -3 | 0.7 | -1 | -3 | 100 | -4 | -8 | 102 | 2 | -4
Cn1cccc1C(=O)C(=O)Nc1cc(Cl)cc(Cl)c1 | 95 | -3 | 0.2 | -4 | 0 | 102 | -7 | -15 | 102 | 3 | -6
CCOC(=O)N1CCC(Nc2c(OCC)c(=O)c2=O)CC1 | 103 | -2 | -0.8 | 0 | 2 | 99 | -1 | -7 | 104 | 0 | -1
CCc1nc(-c2ccc(-c3ccc(OC)cc3)nc2OC)no1 | 99 | -4 | -0.8 | 7 | -2 | 101 | -3 | -13 | 101 | 17 | 1
Cc1ccc(C)c(Cn2c(O)c(N=NC(=S)Nc3ccccc3F)c3ccccc32)c1 | 97 | 1 | -1.1 | 0 | -3 | 99 | -8 | 0 | 99 | -3 | 0
Cc1ccccc1-c1nc(CS(=O)(=O)CC(=O)NCCCN2CCCC2=O)c(C)o1 | 101 | -4 | 0.1 | 0 | 2 | 101 | -5 | -11 | 100 | 0 | -6
COc1ccc(NC(=S)Nc2cccc(Cl)c2Cl)cc1OC | 95 | -4 | 0.0 | -1 | -1 | 102 | -5 | -5 | 97 | 1 | 0
CCN(C(=O)COC(=O)c1cc(-c2ccc(C)o2)nc2ccccc12)C1CCS(=O)(=O)C1 (stereo not drawn) | 96 | 0 | 1.2 | -1 | 3 | 95 | -3 | 22 | 98 | 2 | -2
c1ccc2c(c1)OCC(CNc1ncnc3nc[nH]c13)O2 (stereo not drawn) | 105 | -1 | -2.2 | 0 | 1 | 105 | -3 | -11 | 103 | -1 | -7
Nc1ccc(S(=O)(=O)Nc2nccc(/C=C/c3ccccc3F)n2)cc1 | 96 | -2 | 0.5 | 0 | 0 | 100 | 0 | 0 | 100 | 1 | 0
COc1ccc(-n2nc(C(=O)NCC(=O)NCC3CCCO3)c3ccccc3c2=O)cc1 (stereo not drawn) | 103 | -6 | 1.2 | -1 | -3 | 102 | -7 | -6 | 98 | 9 | -7
CCNC(=S)N/N=C(\C)c1ccco1 | ? | -2 | 1.2 | -1 | -4 | 99 | -14 | -3 | 100 | 7 | -4
Cc1[nH][nH]c(=O)c1C(c1ccc(-c2ccc(Cl)cc2)o1)c1c(C)[nH][nH]c1=O | 88 | 1 | -0.1 | 0 | 12 | 96 | 2 | 9 | 87 | 0 | 6
O=C(CCn1nnc2ccccc21)Nc1nnc(COc2ccc(F)cc2)s1 | 106 | 0 | 1.1 | 2 | -8 | 97 | -1 | 4 | 92 | 4 | 5
CC1CN(C(=O)C(C)N2C(=O)c3ccccc3C2=O)CC(C)O1 (stereo not drawn) | 98 | -2 | -0.1 | -2 | -1 | 102 | -7 | -15 | 101 | 2 | -4
Cc1cccc(C)c1OCC(=O)Nc1ccccc1C(F)(F)F | ? | 1 | 0.8 | -2 | 0 | 101 | -2 | -4 | 103 | 7 | -5
Cc1nn(C(=O)CCCn2cc([N+](=O)[O-])cn2)c(C)c1Cl | 114 | 0 | 0.3 | 12 | 0 | 104 | -6 | -3 | 103 | 4 | 0
O=C(Cn1cnc2cc([N+](=O)[O-])ccc2c1=O)Nc1ccc2c(c1)OCO2 | 96 | 2 | 0.9 | 3 | 4 | 100 | 3 | -1 | 99 | 11 | -2
O=C(c1ccco1)N1CCN(c2cccc(Cl)c2)CC1 | 103 | -4 | 0.3 | -3 | 1 | 103 | -10 | -16 | 101 | 4 | -14
O=C(NCCCN1CCCC1=O)c1cccnc1 | 99 | 0 | 0.5 | -5 | -2 | 99 | -4 | -4 | 102 | 2 | -4
COc1cc(/C=N/NC(=O)c2ccc([N+](=O)[O-])cc2Cl)cc(Br)c1O | 101 | 15 | 1.4 | 9 | 14 | 98 | 17 | 13 | 97 | 27 | 7
N#Cc1cc(-c2ccccc2)cn(Cc2c(Cl)cccc2Cl)c1=O | 102 | -8 | 0.6 | 0 | 0 | 101 | -1 | -6 | 104 | 4 | -4
CN(C)CCNc1ccc(Cl)cc1[N+](=O)[O-] | 105 | -2 | 0.9 | 0 | 0 | 102 | -3 | -2 | 103 | 7 | 0

Full records as entered above. Order of screens: RGS7-Gao, Bim-Bcl-XL, ABCB1 inh, Bim-Mcl-1, Bcl-W Bim block, RGS8-Gao reg, Bim-Bcl-B, Bim-Bfl-1, RGS4-Gao reg, ABCG2 block, Bim-Bcl-2
Results for O=C(Cn1cnc2cc([N+](=O)[O-])ccc2c1=O)Nc1ccc2c(c1)OCO2 : 96, 2, 0.9, 3, 4, 100, 3, -1, 99, 11, -2
Results for CCNC(=S)N/N=C(\C)c1ccco1 : ?, -2, 1.2, -1, -4, 99, -14, -3, 100, 7, -4

Further compounds follow.
SMILES | RGS7-Gao | Bim-Bcl-XL | ABCB1 inh | Bim-Mcl-1 | Bcl-W Bim block | RGS8-Gao reg | Bim-Bcl-B | Bim-Bfl-1 | RGS4-Gao reg | ABCG2 block | Bim-Bcl-2
Cc1ccccc1-c1nn(-c2ccc(F)cc2F)cc1CNCC(C)O (stereo not drawn) | 101 | -6 | -0.3 | -1 | -3 | 105 | -1 | -6 | 102 | 0 | -3
O=C1C(Cc2c[nH]c3ccccc23)NC(=S)N1C1CCCCC1 (stereo not drawn) | 104 | -1 | -2.3 | -4 | -5 | 102 | 0 | 2 | 104 | 4 | -2
Cc1cc(C)n(/N=C/c2c[nH]c3ccccc23)c(=O)c1C#N | 106 | -5 | -0.1 | -2 | 1 | 104 | -8 | -8 | 105 | 0 | -5
O=S(=O)(c1ccccc1F)N1CCN(C(=S)NCc2ccccc2)CC1 | 96 | 2 | 0.8 | 3 | -1 | 102 | -8 | 0 | 100 | 3 | 1
COc1ccc(C(=O)N(CN2CCCC2=O)c2ccc(C)cc2)cc1 | 97 | -1 | 0.7 | -3 | 1 | 101 | -11 | -12 | 100 | 2 | -13
O=C(c1ccc(CSc2ccccc2)cc1)N1CCCCCC1 | 102 | -3 | . | -7 | -4 | 102 | -7 | 0 | 101 | 2 | -6
O=C(NCc1ccccn1)C(=O)NN=C1CCCCCCC1 | 96 | -1 | 0.0 | -1 | -3 | 96 | 2 | 0 | 97 | 1 | 0
C/C(Cl)=C/CN1C(=O)C2C3C=CC(C3)C2C1=O (stereo not drawn) | 94 | -7 | -0.1 | -7 | -2 | 99 | -13 | -13 | 96 | 12 | -7
C=CCNc1c2c(nc3nnnn13)CCCC2 | 104 | -1 | 0.0 | 0 | 0 | 109 | -5 | -8 | 109 | 1 | -6
O=C(N/N=C/c1ccncc1)c1cccc(NC(=O)c2ccc(Cl)cc2)c1 | 100 | -4 | 0.3 | -2 | -2 | 102 | -5 | 0 | 100 | 2 | 2
C=CCNC(C(=O)Nc1cccc(OC)c1)c1ccccc1 (stereo not drawn) | 113 | 0 | -0.6 | 1 | 0 | 102 | -1 | -5 | 110 | 8 | -2
Nc1ccccc1-c1nc2ccccc2[nH]1 | 100 | 1 | 1.4 | 0 | 2 | 100 | 1 | 0 | 99 | 17 | 0
Cc1ccc(S(=O)(=O)NC(=O)CSc2nc3ccccc3s2)cc1 | 101 | -6 | 0.1 | 0 | -4 | 99 | -1 | -2 | 101 | 0 | -2
Cn1ccc(NC(=O)Nc2ccc(Cl)cc2Cl)n1 | 100 | -8 | 0.0 | -4 | -3 | 101 | -6 | -3 | 101 | 1 | -4
Cc1nc(NC(=O)COC(=O)CCS(=O)(=O)c2ccccc2Cl)c(Cl)cc1Cl | 94 | 2 | 0.7 | -2 | 1 | 97 | 1 | -1 | 96 | 1 | -1
Cc1cc(C)nc(N2N=C(C(C)(C)C)CC2=O)n1 | 106 | 0 | 0.1 | 2 | 0 | 106 | -3 | -4 | 106 | 0 | -2
CCOc1ccc(-n2c(-c3ccc(Br)cc3)c[n+]3c2CCCCC3)cc1 | 100 | 0 | 0.0 | -2 | 0 | 87 | -3 | -4 | 76 | 0 | -2
O=C(CSCc1cccc(Br)c1)N/N=C/c1ccc2c(c1)OCO2 | 104 | -1 | 0.4 | 0 | -5 | 103 | -3 | 0 | 103 | 2 | -1
C/C(=N\OCC(=O)N/N=C/c1ccccc1)c1cccs1 | 94 | -2 | 0.4 | -2 | 0 | 98 | -1 | -1 | 90 | 1 | -2
O=C(Nc1nc2nc(-c3ccccc3)cc(=O)n2[nH]1)c1ccccc1 | 102 | -3 | 0.1 | -1 | 0 | 106 | -6 | -12 | 105 | 0 | -5
Cn1c(-c2cccc3ccccc23)n[nH]c1=S | 102 | -8 | 0.1 | -8 | -3 | 103 | -17 | -2 | 101 | 1 | -3
O=C(c1ccc(C(F)(F)F)cc1)N1CCC(=O)N(C(COCc2ccccc2)Cc2ccccc2)CC1 (stereo not drawn) | 97 | -1 | 2.9 | -1 | -1 | 87 | -1 | 3 | 94 | 5 | 1
COc1cc(NC(=S)N2CCC(C(O)(c3ccccc3)c3ccccc3)CC2)cc(OC)c1 | 104 | -5 | 6.0 | -3 | -4 | 103 | -5 | -1 | 102 | -1 | -4
CN(C)S(=O)(=O)c1ccc(Cl)c(NC(=O)c2ccncc2)c1 | 98 | -6 | 1.1 | -2 | 0 | 104 | 0 | 0 | 99 | 4 | 0
O=C(COC(=O)Cc1ccsc1)NCC12CC3CC(CC(C3)C1)C2 | 94 | 0 | 0.6 | 2 | 3 | 96 | -5 | -7 | 93 | 2 | -6
O=C(NCc1cccnc1)c1ccc(COc2ccccc2Cl)cc1 | 103 | -1 | 0.4 | -1 | 0 | 98 | -1 | -6 | 99 | 12 | -2
CC(C)(C)NC(=O)Cn1nc(C(F)(F)F)c2c1CCCC2 | 103 | 2 | 0.3 | 5 | 2 | 98 | 0 | 1 | 97 | 2 | 1

Taken from above.
In Bim-Bcl-B, C/C(=N\OCC(=O)N/N=C/c1ccccc1)c1cccs1 shows -1
In RGS4-Gao reg, Cc1ccc(S(=O)(=O)NC(=O)CSc2nc3ccccc3s2)cc1 shows 101
In Bim-Bcl-2, Cc1cc(C)nc(N2N=C(C(C)(C)C)CC2=O)n1 shows -2
In Bim-Mcl-1, O=C(Nc1nc2nc(-c3ccccc3)cc(=O)n2[nH]1)c1ccccc1 shows -1
